# SIAH1 antagonists: blockers of Siah-1 interaction with plectin peptide – biochemical, fluorescence polarization, rhodamine-plectin, uHTS, primary screen (AID 1817). one-dose displacement, % at 20 µM; IC50 in µM for titrated hits. Siah-1 / rhodamine-plectin peptide fluorescence polarization; higher % means a stronger effect. 290,000 compounds, 0.02% hits;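 active means displacement of at least 50% at 20 µM, with a fluorescence ratio check between 0.3 and a set limit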;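 further: plate controls were Siah plus tracer with DMSO for no effect and tracer alone without Siah for full effect; strong numbers were not always called active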
# XIAP antagonists: small molecules displacing peptide from XIAP – biochemical, IAP family, fluorescence polarization (AID 1018); XIAP BIR domain, fluorescence polarization peptide displacement; higher % means a stronger effect; one-dose displacement, % at 20 µM; IC50 in µM for titrated hits; 200,000 compounds, 0.007% hits; in the data active means displacement above about 50%; further: a part of the inactive calls stands beside numbers as strong as those of hits
# Rac1 GTP hydrolysis: MgcRacGAP GTPase-activating activity inhibitors, confirmation, biochemical, ADP Hunter fluorescence; 340,000 compounds, 0.6% hits; AID 624330; inhibition, % at 30 µM, or IC50 in µM where a hit was titrated; MgcRacGAP-stimulated Rac1 GTP hydrolysis, ADP Hunter fluorescence; higher % means a stronger effect; GST-tagged Rac1 F28L mutant substrate;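 active means first-screen hits whose inhibition reached a set limit at any dose in the follow-up dose series; inconclusive means inhibition above the set first-screen limit but never retested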;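 further: fluorescence reports GDP produced by GAP-driven GTP hydrolysis; strong numbers were not always called active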
# NS5 inhibitors: flavivirus cap methylation enzyme inhibition – biochemical, confirmation dose response, primary screen (AID 588689); one-dose inhibition, % at 25 µM; IC50 in µM for titrated hits; 340,000 compounds, 0.3% hits; Dengue-2 NS5 methyltransferase capping enzyme assay, biochemical; higher % means a stronger effect; in the data active means a potency from the dose series; inconclusive means inhibition above about 29% without an active follow-up result
# SV40 large T antigen: SV40 large T antigen inhibitors, biochemical (AID 1903); 310,000 compounds, 0.39% hits; SV40 large T antigen ATPase/helicase inhibition assay; higher % means a stronger effect; one-dose inhibition, % at 20 µM; IC50 in µM for titrated hits; in the data active means a potency from the dose series; inconclusive means inhibition mostly from about 32% at the one dose, without a potency; inactive means the rest, 99 in 100 with inhibition below about 32%; further: strong numbers were not always called active
# AID2073: disruptors of CaV2.2 binding to Mint1 – biochemical, HTRF (AID 2073); 290,000 compounds, 0.19% hits; one-dose inhibition, % at 20 µM; IC50 in µM for titrated hits; HTRF protein-protein interaction, Mint1-CaV2.2; higher % means a stronger effect; in the data active means inhibition mostly above about 51%, no sharp cut-off; inconclusive means no clear call, values can overlap the other calls; inactive means mostly below about 53%; further: some results filed as inactive read as strong as hits
# RSV antiviral HEp-2: RSV antiviral activity via CPE protection, HEp-2 cells, primary 10 µM value included (AID 2391) | HEp-2 cells, RSV-induced CPE inhibition; higher % means a stronger effect | CPE inhibition, % at 10 µM; hits with a dose series show IC50 in µM | 310,000 compounds, 0.13% hits; in the data active means a potency from the dose series; inconclusive means CPE inhibition mostly from about 23% at the one dose, without a potency; inactive means the rest, 99 in 100 with CPE inhibition below about 21%; further: strong numbers were not always called active
# LYP inhibition: PTPN22 lymphoid phosphatase activity blockers – biochemical, fluorescence intensity, uHTS (AID 1779). recombinant LYP phosphatase, fluorescence intensity; higher % means a stronger effect. inhibition, % at 11.5 µM; hits with a dose series show IC50 in µM. 290,000 compounds, 0.054% hits; in the data active means inhibition above about 50%;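 further: plate controls were vehicle with enzyme for no effect and no enzyme for full effect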
# HIV peptide binding: inhibitors of HIV fusion peptide binding, primary screen, biochemical, uHTS, fluorescence dequenching (AID 1986). inhibition, % at 20 µM, or IC50 in µM where a hit was titrated. 290,000 compounds, 0.3% hits. cell-free peptide binding, fluorescence dequenching, 30 min; higher % means a stronger effect; in the data active means inhibition mostly above about 52%, no sharp cut-off; inactive means mostly below about 76%; further: some results filed as inactive read as strong as hits
# Active calls of the source: *; ? = inconclusive; . = not tested or not shown.
SMILES,SIAH1 antagonists,XIAP antagonists,Rac1 GTP hydrolysis,NS5 inhibitors,SV40 large T antigen,AID2073,RSV antiviral HEp-2,LYP inhibition,HIV peptide binding
c1cncc(CNc2ncnc3sccc23)c1,0%,-0.9%,3%,-2%,7%,10%,7.9%,-11%,0.2%
O=C(O)CC/C(=C\c1ccc(Cl)c([N+](=O)[O-])c1)c1nc2ccccc2s1,-9%,2.8%,11%,-3%,10%,6%,11%,-2%,13%
CCCCCCCCC(=O)N1CCN(c2cc3c(cc2F)c(=O)c(C(=O)O)cn3CC)CC1,-1%,.,4%,-3%,27%,12%,?,-1%,1.9%
COc1ccc(-c2[nH]ncc2CN(C)CCN2CCOCC2)cc1F,1%,-8.7%,0%,-4%,-6%,2%,-1.2%,-8%,0.5%
CCC(c1nnnn1C1CCCC1)N1CCN(C(=O)c2ccco2)CC1 (configuration not stated),4%,1.1%,5%,-1%,3%,30%,0.8%,-10%,0.9%
COCCNC(=O)c1sc2ncn(CC(=O)Nc3ccc(C)c(Cl)c3)c(=O)c2c1C,0%,-2.2%,1%,-14%,5%,-11%,4.8%,-1%,1.3%
CCN(CC)CCCN1C(=O)C(=O)/C(=C(/O)c2ccccc2)C1c1cc(OC)ccc1OC (configuration not stated),-2%,0.4%,8%,-7%,.,21%,1.8%,-8%,0.0%
CC(C)(C)c1nc(SCC(=O)Nc2ccc(N3CCOCC3)cc2)c2ccccc2n1,-4%,-6.2%,6%,-3%,34%,3%,1.4%,-7%,-2.9%
c1ccc2sc(N3CCOCC3)nc2c1,-1%,-4.4%,8%,-8%,20%,14%,.,0%,3.0%
CCn1c(SCC(=O)Nc2nc3c(s2)CCCC3)nc2c1c(=O)n(C)c(=O)n2C,1%,-0.9%,.,.,.,-3%,.,-7%,-0.4%
CC1(C(=O)N/N=C/c2ccc([N+](=O)[O-])o2)CC1(Br)Br (configuration not stated),-8%,-8.1%,5%,-1%,-7%,-2%,2.7%,-2%,17%
Cc1nn(C)cc1CN(C)C(=O)c1ccc(OC2CCN(Cc3ccccn3)CC2)cc1,1%,.,6%,1%,8%,-3%,0.4%,-2%,3.5%
COc1ccc(CCNC(=O)C2CC(=O)N(c3ccccc3)C2)cc1OC (configuration not stated),-2%,-3.3%,8%,1%,18%,1%,0.1%,0%,0.0%
O=C(O)COc1ccc2oc3ccccc3c2c1,4%,-0.1%,13%,-8%,-3%,6%,2.9%,-1%,0.9%
CC(C)(C)NC(=O)CN1C(=O)/C(=C/c2ccccc2)SC1=S,-4%,-7.3%,9%,-1%,7%,-5%,0.5%,-2%,-0.8%
Cc1cccn2c(=O)c3cc(C(=O)NCCc4ccccc4)c(=N)n(CC4CCCO4)c3nc12 (configuration not stated),-4%,.,2%,1%,11%,13%,4.1%,-36%,0.1%
CCOc1ccc(N2CC(C(=O)NCCN3C(=O)S/C(=C\c4cccnc4)C3=O)CC2=O)cc1 (configuration not stated),4%,-6.3%,8%,4%,-1%,18%,2.1%,-1%,0.3%
COCCNC(=O)Cn1cnc2c1c(=O)n(C)c(=O)n2C,1%,-5.1%,9%,-4%,1%,-2%,1.5%,-1%,1.1%
COc1ccc(C2C(C#N)=C(N)Oc3cc(C)n(CCN4CCOCC4)c(=O)c32)cc1OC (configuration not stated),-3%,0.4%,-5%,-1%,-3%,-2%,1.5%,-5%,-1.9%
CC(=O)Nc1cccc(NC(C)=C(C#N)C#N)c1,15%,33%,2%,-7%,4%,0%,0.3%,-5%,1.8%
COc1ccccc1CNC(=O)CSc1nn2c(=O)c(C(C)(C)C)nnc2s1,12%,-2.2%,2%,-4%,3%,9%,0.5%,-2%,-1.3%
Cc1ccc(C)c(S(=O)(=O)N2CCCCC2CCNC(=O)C(=O)NC2CC2)c1 (configuration not stated),.,.,5%,-6%,2%,.,-1.1%,.,.
CC(C)c1nc2oc3c(NCc4cccnc4)ncnc3c2c2c1CCC2,-1%,-3.6%,5%,-2%,23%,8%,?,-1%,44%
COC(=O)[C@H](CCSC)NC(=O)c1cccnc1SC,-2%,.,6%,2%,3%,-3%,1.6%,-1%,-1.7%
O=C(CC(C(=O)O)c1c[nH]c2ccccc12)c1ccccc1 (configuration not stated),10%,-2.9%,2%,-4%,5%,2%,-1.2%,-7%,1.0%
O=C(NCCc1ccccc1F)c1ccc2c(c1)OCCO2,10%,.,8%,-4%,-1%,-6%,1.6%,-11%,0.6%
COc1cc(OC)c(NC(=O)c2csc(C)c2)cc1Cl,-5%,.,8%,-9%,7%,2%,6.8%,-8%,1.4%
CC1CCCC(NC(=O)C2CCC(CNc3c(N4CCCCC4)c(=O)c3=O)CC2)C1C (configuration not stated),5%,.,-11%,1%,19%,8%,0.9%,-1%,-0.4%
Cc1cccc(NC(=S)NCc2ccncc2)c1C,6%,-7.9%,2%,-2%,5%,-6%,0.9%,-6%,-1.6%
COc1ccccc1-n1c(SC(C)C(=O)NCC2CCCO2)nc2cc(Cl)ccc2c1=O (configuration not stated),.,.,6%,3%,8%,.,5.1%,.,.
CC[n+]1c(C)n(C)c2cc(S(=O)(=O)N(C)C)ccc21,2%,-5.1%,-8%,.,7%,0%,0.4%,-8%,0.0%
Cc1cc(-c2cc(C(=O)NC3CCCC3)on2)nc(NCC2CC2)n1,-4%,.,7%,-7%,8%,-7%,1.6%,-3%,-1.1%
CC(=O)Nc1ccc(S(=O)(=O)NCCNc2ccccc2[N+](=O)[O-])cc1,3%,-3.6%,4%,-12%,-4%,-5%,1.3%,-4%,-0.6%
O=C(CCSc1nc2ccccc2o1)Nc1ccccc1,-4%,.,-4%,-18%,-7%,-4%,-0.5%,-5%,-1.0%
COc1ccc(CC(=O)OCc2cc(=O)n3cc(Br)ccc3n2)cc1OC,4%,-3.8%,4%,-7%,6%,4%,6.1%,-5%,-1.8%
Cc1ccc(O)c(-c2cc(C(=O)Nc3ccc(S(=O)(=O)Nc4nc(C)cc(C)n4)cc3)[nH]n2)c1,2%,-1.1%,-2%,-4%,12%,18%,14%,2%,29%
COc1ccc(/C=C2\CCCC3C2=NN(C(=O)c2ccco2)C3c2ccc(OC)c(OC)c2)cc1OC (configuration not stated),1%,-2.9%,5%,.,3%,22%,3.6%,-5%,0.7%
COc1ccc(N2CCN(C(=O)c3ccc4ccccc4n3)CC2)cc1,4%,-2.0%,11%,0%,3%,-12%,0.4%,-4%,-0.8%
CC1CCN(C(=O)C2CCCN(S(=O)(=O)c3cccc4nsnc34)C2)CC1 (configuration not stated),-3%,.,7%,-3%,9%,5%,5.3%,0%,2.1%
O=C(NC1CCN(Cc2ccccc2)CC1)c1ccc(Cn2c(=S)[nH]c3ccc(N4CCOCC4)cc3c2=O)cc1,-13%,2.5%,7%,2%,15%,33%,9.7%,4%,-0.5%
CCCOC(=O)c1c(NC(=O)CSc2nc(-c3ccco3)cc(C(F)(F)F)n2)sc(C(=O)OC)c1C,-2%,-4.6%,-3%,-8%,4%,11%,-0.4%,4%,5.2%
CCCCC(CCC(=O)O)(C(=O)OCC)c1csc(N)n1 (configuration not stated),0%,-5.4%,9%,-4%,7%,-4%,0.6%,-6%,-1.5%
CCn1nc(C(=O)NCC(c2cccs2)N2CCOCC2)c2ccccc2c1=O (configuration not stated),0%,.,1%,-5%,3%,8%,0.5%,-6%,0.4%
Cc1cc(C(=O)NNc2ccc(F)cc2)no1,3%,.,6%,-14%,16%,-8%,-3.3%,-3%,0.1%
C/C=C/C=C/C(=O)N1CC2(CC(c3cccc(NC(=O)/C=C/C)c3)=NO2)C[C@@H]1C(N)=O (some centres not stated),-2%,.,5%,-3%,9%,26%,0.3%,-9%,-0.9%

# Gathered by group, the entries above containing a cyano group (two)
SMILES,SIAH1 antagonists,XIAP antagonists,Rac1 GTP hydrolysis,NS5 inhibitors,SV40 large T antigen,AID2073,RSV antiviral HEp-2,LYP inhibition,HIV peptide binding
COc1ccc(C2C(C#N)=C(N)Oc3cc(C)n(CCN4CCOCC4)c(=O)c32)cc1OC (configuration not stated),-3%,0.4%,-5%,-1%,-3%,-2%,1.5%,-5%,-1.9%
CC(=O)Nc1cccc(NC(C)=C(C#N)C#N)c1,15%,33%,2%,-7%,4%,0%,0.3%,-5%,1.8%

# Further compounds
SMILES,SIAH1 antagonists,XIAP antagonists,Rac1 GTP hydrolysis,NS5 inhibitors,SV40 large T antigen,AID2073,RSV antiviral HEp-2,LYP inhibition,HIV peptide binding
O=C(NCc1n[nH]c(=S)n1-c1cccc(Cl)c1)c1ccc(S(=O)(=O)N2CCCCC2)cc1,-10%,.,-1%,12%,4%,-48%,2.0%,-4%,-2.6%
Cc1cc(C)c(-c2csc(NC(=O)COC(=O)c3ccc4c(c3)OCO4)n2)c(C)c1,1%,-5.2%,1%,-2%,-3%,10%,2.0%,-8%,0.2%
CC(C)c1cc(=O)n2[nH]c(SCc3ccccc3Cl)nc2n1,-2%,.,11%,5%,13%,2%,6.9%,-6%,6.6%
CCC(C)NC(=O)CSc1nnc(-c2cc(-c3cccs3)nc3ccccc23)o1 (configuration not stated),-1%,-9.5%,14%,-1%,11%,2%,1.5%,7%,-2.0%
O=C(NCCCN1CCCC1)c1ccc2c(c1)N(Cc1cccc(Cl)c1)C(=O)c1ccccc1S2=O (configuration not stated),-4%,.,6%,-16%,18%,5%,-1.0%,-10%,0.0%
CC(=O)c1ccc(N=c2scc(C)n2C(C)C)cc1,9%,-3.0%,8%,-1%,8%,-10%,0.0%,-7%,-1.5%
COc1ccccc1-c1nnc(SCC(=O)NC2CCCCC2)n1C,7%,.,6%,4%,-2%,16%,1.1%,-10%,-1.8%
COc1cccc2c(=O)n(CC(=O)N3CCc4ccccc43)ccc12,6%,-7.1%,10%,-1%,7%,2%,2.1%,-1%,3.4%
CCOC(=O)CNc1c(-c2ccccc2)nc2ccc(Cl)cn12,-2%,-1.5%,15%,1%,14%,25%,3.2%,-1%,-2.2%
Cc1ccc(C(=O)N/C(=C/c2ccccc2)C(=O)NCc2ccncc2)cc1,0%,.,.,.,11%,3%,1.0%,1%,-0.8%
Cc1cc(C)c(C#N)c(SCc2ccc3c(c2)OCO3)n1,0%,-0.7%,1%,-5%,14%,0%,1.8%,0%,-2.3%
Cc1cc(N2CCN(C)CC2)nc2ccc(NC(=S)N3CCC4(CC3)OCCO4)cc12,1%,-5.5%,8%,-6%,18%,13%,-2.5%,0%,-0.8%

# Some entries already given, showing only HIV peptide binding.
molecule | HIV peptide binding
CC(=O)c1ccc(N=c2scc(C)n2C(C)C)cc1 | -1.5%
COc1ccccc1-c1nnc(SCC(=O)NC2CCCCC2)n1C | -1.8%
COc1cccc2c(=O)n(CC(=O)N3CCc4ccccc43)ccc12 | 3.4%
CCOC(=O)CNc1c(-c2ccccc2)nc2ccc(Cl)cn12 | -2.2%

# Bioassay records (PubChem)
